Screens as filed in PubChem.
BAZ2B block: qHTS Assay for Inhibitors of BAZ2B; AlphaScreen BAZ2B-H3K14Ac peptide displacement; Potency, µM (highest dose often 114 µM), without a hit: top-dose activity change, negative = inhibition, hits mostly inhibitors; AID 504333, 2011; 4.4% of 360,000 active; further: potency means the concentration at half of the fitted maximal effect; on the % scale 0 is the no-effect control and ±100 the full control effect; nearly all actives have a fitted effect of over 60% in size
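In this displacement format the biotinylated H3(5-23) peptide acetylated at Lys14 serves as ligand at 50 nM, with BAZ2B at 50 nM in PBS pH 7.4 containing 0.01% Tween-20. Donor and acceptor beads are 10 ug/mL final.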
HP1b chromo inh: HTS for Inhibitors of HP1-beta Chromodomain Interactions with Methylated Histone Tails. Chromobox protein homolog 1 (Homo sapiens), P83916. AlphaScreen HP1-beta / biotin-H3K9me3 peptide binding. Potency, µM (highest dose often 114 µM), without a hit: at the highest dose activity change, negative = inhibition, hits mostly inhibitors. 0.56% of 390,000 active. AID 540317, 2011; further: potency means the concentration at half of the fitted maximal effect; nearly all actives have a fitted effect of over 70% in size; inactives centre near 23
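AlphaScreen: HP1-beta (50 nM) preformed 30 min with biotin-H3(1-18)K9me3 peptide (50 nM) in PBS pH 7.4, 0.01% Tween-20. Compound added for 30 min at RT, then streptavidin donor/nickel chelate acceptor beads (10 ug/mL) for 30 min.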
PGK inhibitor: qHTS Assay to Find Inhibitors of Phosphoglycerate Kinase; Phosphoglycerate kinase, glycosomal (Trypanosoma brucei brucei), P07378; PGK/GAPDH coupled, Kinase-Glo luminescence, 60 min; Potency, µM (titrated, usually from 57.5 µM), without a hit: at the top dose activity change, negative = inhibition, usual class: inhibitors; 0.043% of 380,000 active; further: potency means the concentration at half of the fitted maximal effect; on the % scale 0 is the no-effect control and ±100 the full control effect; nearly all actives have a fitted effect of over 60% in size
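Recombinant glycosomal PGK reaction used 1,3-bisphosphoglycerate generated in-well by GAPDH (100nM final) in 100mM TEA pH 7.6, 5mM MgCl2, 0.01% Tween-20. After 60 minutes at room temperature, ATP was read by Kinase-Glo Plus luminescence end-point.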
Pin1 inh: qHTS Assay to Find Inhibitors of Pin1; Peptidyl-prolyl cis-trans isomerase NIMA-interacting 1 (Homo sapiens), Q13526; Potency, µM (doses to about 115 µM), inactives show at the highest dose activity, negative = inhibition, usual class: inhibitors; Pin1 FP peptide displacement, HiFluor488, 10 min; 0.009% of 390,000 active; AID 504891, 2011; active means well fitted inhibition curve with a large enough effect in the polarisation, with a control signal flat, not every such curve was filed as active; inconclusive means small, poorly fitted or top-dose-only effect, or effect the other way, or a change in a side signal; inactive means no such curve, though single readings can be large or run the other way; the % refers to the polarisation; further: potency means the concentration at half of the fitted maximal effect; on the % scale 0 is the no-effect control and ±100 the full control effect
Target sequence (Q13526 whole entry, looked up): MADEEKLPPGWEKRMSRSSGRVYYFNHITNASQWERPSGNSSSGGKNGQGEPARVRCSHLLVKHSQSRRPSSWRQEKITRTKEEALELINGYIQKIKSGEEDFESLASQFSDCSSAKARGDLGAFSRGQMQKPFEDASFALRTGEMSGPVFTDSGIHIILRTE
PI4K2A block: qHTS for small molecular inhibitors of PI4K2A; Phosphatidylinositol 4-kinase type 2-alpha (Homo sapiens), Q9BTU6; purified PI4K2A, ADP-Glo luminescence, 1 h; stronger effect = lower value; activity change, negative = inhibition, % at 76.9 µM; 0.13% of 420,000 active; AID 1346378, 2018; in the data active means activity change below about -50%; inconclusive means mostly about -30% to -49%;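 further: -100% = wells without enzyme as full effect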
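Compounds are screened against recombinant PI4K2A using PI as substrate and ATP, the latter dispensed at 300 microM. Reactions run one hour at ambient temperature before ADP-Glo detection; full inhibition defined by wells lacking enzyme.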
G9a block: qHTS Assay for Inhibitors of Histone Lysine Methyltransferase G9a | Histone-lysine N-methyltransferase EHMT2 (Homo sapiens), Q96KQ7 | G9a H3K9 monomethylation, AlphaScreen, 2 h | Potency, µM (top dose mostly 102 µM), inactives show top-dose activity, negative = inhibition, actives largely listed as inhibitors | 8.8% of 350,000 active | AID 504332, 2011; further: potency means the concentration at half of the fitted maximal effect; on the % scale 0 is the no-effect control and ±100 the full control effect; nearly all actives have a fitted effect of over 75% in size
Target sequence (Q96KQ7 913-1193 limits assumed): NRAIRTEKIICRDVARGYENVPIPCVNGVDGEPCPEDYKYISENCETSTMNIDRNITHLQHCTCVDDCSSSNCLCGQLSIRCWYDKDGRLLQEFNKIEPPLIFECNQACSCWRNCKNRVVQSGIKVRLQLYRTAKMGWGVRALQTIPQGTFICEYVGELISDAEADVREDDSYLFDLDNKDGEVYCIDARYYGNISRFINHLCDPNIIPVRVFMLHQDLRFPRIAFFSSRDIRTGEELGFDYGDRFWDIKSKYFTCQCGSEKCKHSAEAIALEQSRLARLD
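G9a (20 nM) was preincubated 15 min with compound, then reacted 2 h at room temperature with 500 nM biotin-H3K9 peptide and 20 µM SAM. Monomethyl-H3K9 detected by AlphaScreen using anti-H3K9me1 antibody.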
JMJD2A Tudor: qHTS Assay for Inhibitors of JMJD2A-Tudor Domain. Lysine-specific demethylase 4A (Homo sapiens), O75164. AlphaScreen JMJD2A-Tudor / H3K4me3 peptide binding. Potency, µM (top dose mostly 114 µM), without a hit: at the highest dose activity change, negative = inhibition, usual class: inhibitors. 4.4% of 390,000 active; further: potency means the concentration at half of the fitted maximal effect; on the % scale 0 is the no-effect control and ±100 the full control effect; nearly all actives have a fitted effect of over 50% in size
ERG-DNA inh: qHTS for Small Molecule Inhibitors of the ERG Ets/DNA interaction; Transcriptional regulator ERG (Homo sapiens), P11308; fluorescence polarization, His-ERG Ets domain / labelled DNA; Potency, µM (doses to about 76.9 µM), for the others: at the highest dose FP activity, negative = inhibition, usual class: inhibitors; 0.028% of 370,000 active; AID 624246, 2012; active means well fitted inhibition curve with a large enough effect in the polarisation, with a control signal flat; inconclusive means small, poorly fitted or top-dose-only effect, or effect the other way, or a change in a side signal; inactive means no such curve, though single readings can be large or run the other way; the % refers to the polarisation;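 further: polarization taken with two DNA probes labelled with fluorescein and Texas red; potency means the concentration at half of the fitted maximal effect; % of control where 0% means no effect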
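His-tagged ERG Ets domain (1 uM in the protein solution; 300mM KCl, 50mM Tris-HCl, 1mM EDTA, 1mM DTT, pH 7.5) received compound, then a probe mix of 5 nM fluorescein-DNA and 100nM Texas-615-DNA. Fluorescence polarization was read for both dyes.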
GLS inhibitor: qHTS for Inhibitors of Glutaminase (GLS) | Potency, µM (doses to about 45.5 µM), without a hit: at the top dose activity change, negative = inhibition, most hits filed as inhibitors | AID 624170, 2012 | GLS enzymatic activity, qHTS titration | 0.21% of 410,000 active | Glutaminase kidney isoform, mitochondrial (Homo sapiens), O94925; further: potency means the concentration at half of the fitted maximal effect; on the % scale 0 is the no-effect control and ±100 the full control effect
Target sequence (O94925 whole entry, looked up, canonical isoform): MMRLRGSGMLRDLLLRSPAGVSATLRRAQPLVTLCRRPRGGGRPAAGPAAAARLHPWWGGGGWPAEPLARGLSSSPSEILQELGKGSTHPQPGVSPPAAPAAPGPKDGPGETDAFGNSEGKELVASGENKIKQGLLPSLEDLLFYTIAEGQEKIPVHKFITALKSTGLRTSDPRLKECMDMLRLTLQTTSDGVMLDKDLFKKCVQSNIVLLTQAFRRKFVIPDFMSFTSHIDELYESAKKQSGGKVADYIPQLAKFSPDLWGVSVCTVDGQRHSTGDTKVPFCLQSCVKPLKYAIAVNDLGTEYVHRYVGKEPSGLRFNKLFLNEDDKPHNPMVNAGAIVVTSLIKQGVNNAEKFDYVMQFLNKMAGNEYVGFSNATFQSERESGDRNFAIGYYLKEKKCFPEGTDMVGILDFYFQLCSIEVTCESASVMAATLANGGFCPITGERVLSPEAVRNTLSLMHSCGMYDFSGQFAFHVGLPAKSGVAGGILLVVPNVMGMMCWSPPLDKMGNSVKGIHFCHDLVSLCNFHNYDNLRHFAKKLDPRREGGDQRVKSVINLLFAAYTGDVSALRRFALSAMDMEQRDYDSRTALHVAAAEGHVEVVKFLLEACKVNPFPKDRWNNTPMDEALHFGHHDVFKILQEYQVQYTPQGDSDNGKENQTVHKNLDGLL
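Enzyme dispensed in phosphate buffer (45 mM, pH 8.2, 0.02% Tween-20), compounds pinned in, then 1 mM L-glutamine solution and the glutamate oxidase–HRP–Amplex Red mix added; fluorescence read immediately and again after 30 min at room temperature.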
* = called active by the depositor; i = inactive; ? = inconclusive; . = not tested or not shown; [ ] = another dose, or the depositor's remark. Unless noted, the call rests on the fitted dose curve; in most records, active means well fitted curve in the direction sought with a large enough effect; inconclusive means small, poorly fitted or top-dose-only effect, or another doubt; inactive means no such curve, though single readings can be large; an effect the other way counts as inactive or inconclusive.

BAZ2B block	HP1b chromo inh	PGK inhibitor	Pin1 inh	PI4K2A block	G9a block	JMJD2A Tudor	ERG-DNA inh	GLS inhibitor	Structure
-20%	33%	i	-16%	-5	-6%	-3%	-6%	4%	COc1ccccc1CN1CCNC(=O)C1CC(=O)NCC1CCOCC1 (stereo unspecified)
2%	29%	-12%	2%	3	52%[activator]	-10%	-1%	-10%	COc1ccc(C(=O)OCCOc2cccc(Cl)c2)cc1S(=O)(=O)N1CCOCC1
-5%	31%	-13%	1%	-2	1%[12.7 µM]	-24%	8%	2%	COc1ccc2c(c1)[nH]c1c(=O)n(/N=C/c3ccc(OC)c(CN4CCCCC4)c3)cnc12
11%	53%[activator]	-6%	-10%	1	3%[59 µM]	1%	5%	4%	Cc1ccc(Nc2nnc(SCc3ccccc3)s2)cc1
-15%	12%	-10%	-5%	3	1%	-6%	0%	-14%	CC(C)CCN1CCN(Cc2cn[nH]c2C2CCCCC2)CC1CCO (stereo unspecified)
-2%	18%	-11%	-5%	-10	-10%[12.7 µM]	-10%	-6%	-4%	COC(=O)c1cccc(NS(=O)(=O)c2ccc(OC)c(OC)c2)c1C
11%	15%	-2%	-4%	2	32%[59 µM]	-10%	2%	9%	Nc1n[nH]c(-c2ccccc2[N+](=O)[O-])n1
-27%	27%	-2%	?	-1	-12%[59 µM]	-5%	6%	-11%	COc1ccc(Cc2c(C)nn(-c3nc(C)c(C(=O)Nc4cccc(C(C)=O)c4)s3)c2C)cc1
2%	25%	-5%	-3%	0	5%[59 µM]	-1%	-2%	3%	COc1ccc2oc(-c3ccc(NC(=O)c4ccc(Cl)cc4Cl)cc3)nc2c1
-9%	32%	-9%	7%	-4	0%[12.7 µM]	1%	-3%	4%	CC(=O)N1c2ccc(S(=O)(=O)N3CCCCCC3)cc2CC1C(=O)NCc1cccc(C)c1 (stereo unspecified)
-5%	47%[activator]	-6%	-7%	5	4%	-9%	-8%	-7%	O=C(NCCc1cccc(F)c1)C1CCC(=O)N(CCCc2ccccc2)C1 (stereo unspecified)
-29%	34%	-1%	?	4	?	-17%	0%	-17%	CC(C)OCCCNC(=O)C(=O)Nc1c2c(nn1-c1ccccc1)CS(=O)(=O)C2
15%	20%	2%	0%	0	-2%[59 µM]	-2%	-5%	1%	CCOC(=O)c1ccc(NC(=O)CN2CCN(CCN=CC3=C(O)CC(C)(C)CC3=O)CC2)cc1
-36%	?	i	-4%	4	16%[59 µM]	-11%	0%	-8%	Nc1cc(=O)[nH]c(SCc2ccc(Cl)cc2)n1
-9%	23%	-7%	0%	-5	56%[activator]	-19%	4%	-2%	COC(=O)C1=C(O)/C(=C\c2ccc(OCC(=O)Nc3ccc(OC)cc3)cc2)N=C1C
13%	37%	4%	?	0	50%[activator][59 µM]	9%	1%	3%	COc1ccc(Cn2c3ccc(OC)cc3c3nc4ccccc4nc32)cc1
-18%	31%	-10%	-1%	2	19%	-7%	-4%	-1%	Cc1cc(NC(=O)CCSc2ccc(Cl)cc2)no1
-1%	5%	6%	-2%	2	-12%	-6%	-1%	0%	O=C(CN1CCCN(S(=O)(=O)c2ccc(F)cc2)CC1)Nc1c(Cl)cccc1Cl
1%	32%	1%	1%	3	19%[59 µM]	-1%	-2%	3%	CCN(CC)S(=O)(=O)c1ccc(C)c(C)c1
-4%	25%	-3%	-2%	-5	0%[59 µM]	-6%	-5%	7%	O=C1c2cccnc2C(O)N1Cc1cccs1 (stereo unspecified)
-11%	7%	-10%	-1%	3	-4%[59 µM]	-17%	-2%	-12%	O=C(Nc1nc(-c2ccccc2)ns1)c1ccc(Cl)cc1
-11%	31%	-8%	33%[activator]	17	8%[59 µM]	-4%	1%	-23%	O=[N+]([O-])/C=C\c1ccc(N2CCCC2)c(F)c1
-9%	20%	1%	3%	-4	-5%[59 µM]	-22%	-1%	1%	Cc1ccc(C)c(CN2C(=O)c3ccccc3Sc3ccc(C(=O)NCc4ccco4)cc32)c1
-4%	43%[activator]	i	-5%	2	32µM*	-6%	7%	6%	O=C(CN1CCOCCOCCN(CC(=O)Nc2ccccc2)CCOCC1)Nc1ccccc1
-19%	78%[activator]	9%	0%	0	40%	-3%	-8%	3%	O=C(Nc1ncc(Cc2cccc(C(F)(F)F)c2)s1)C1CCCO1 (stereo unspecified)
?	?	3%	17%	-1	?	?	1%	-1%	Cc1cc(C(=O)CSc2nc(N)cc(N)n2)c(C)n1CCc1ccc(F)cc1
50µM*	?	-8%	1%	-1	-6%[12.7 µM]	45µM*	0%	34%[activator]	COc1cc(-c2nc(-c3ccccc3)c(-c3cccs3)[nH]2)cc(OC)c1O
-3%	28%	i	1%	2	10%[59 µM]	4%	1%	-10%	COc1ccc(NC(=O)CCN2CCCC(C)C2)cc1 (stereo unspecified)
-28%	23%	.	-5%	-5	3%[0.501 µM]	-15%	.	4%	Cc1ccc(OCC(=O)NNC(=O)C2CCN(c3nc(C)cc(C)n3)CC2)cc1
8%	52%[activator]	-8%	3%	6	-3%[59 µM]	-21%[57.1 µM]	-5%	5%	Cc1ccc(CSc2nnc(-c3cccnc3)o2)cc1
1%	10%	i	-4%	-2	7%[0.501 µM]	-13%	-1%	3%	COc1ccccc1C(=O)COC(=O)CCNS(=O)(=O)c1ccc(C)c(C)c1
36%	-28%	-5%	4%	4	-37%[59 µM]	?	-3%	0%	CC(C)(C)c1ccc(NC(=O)COC(=O)c2ccc([N+](=O)[O-])s2)cc1
468%[activator]	219%[activator]	1%	?	1	-4%[0.501 µM]	134%[activator]	3%	-1%	COc1ccc(CCCCCCOCc2ccccc2)cc1
-36%	12%	-8%	10%	2	18%[59 µM]	-18%[57.1 µM]	13%	8%	O=C(NCc1ccco1)c1ccc(Cl)c(S(=O)(=O)N2CCc3ccccc32)c1
-4%	12%	-9%	-5%	-4	8%[59 µM]	-11%	0%	5%	CCCn1ccc2c(OCC(=O)NCc3ccc(C)cc3)cccc2c1=O
-5%	43%	11%	-10%	-6	2%	-10%	-3%	4%	CCC(C)C(NS(=O)(=O)c1ccc(C)cc1)C(=O)NCCCN1CCOCC1 (stereo unspecified)
0%	29%	7%	0%	2	21%[59 µM]	-14%	-2%	0%	O=C(NNC(=O)C1[C@H]2CCCC[C@@H]12)Nc1cccc2ccccc12 (stereo partly specified)
10%	15%	-5%	-11%	0	-10%[2.33 µM]	6%	-3%	0%	COCCn1c(=O)[nH]c2cc(C(=O)NCC3CCCO3)ccc2c1=O (stereo unspecified)
-23%	17%	i	-2%	-7	-3%	-18%	2%	4%	CC(=O)Nc1ccc(NC(=O)Cn2cnc3c(nnn3Cc3ccc(F)cc3)c2=O)cc1
10%	43%[activator]	-2%	3%	-3	-10%	0%	-3%	-11%	Cc1c(C(=O)Nc2ccc(Br)cc2)cnn1C
-2%	38%	19%	17%	0	29%	-4%	13%	5%	COc1ccccc1/C=N/NC(=O)c1ccc(NC(=O)c2ccccc2Br)cc1
3%	27%	-8%	-1%	-3	-36%	-8%	0%	2%	Cc1ccc(N2CC(=O)N(CC(=O)O)C2=O)cc1
1%	24%	-7%	10%	0	13%	14%	-2%	-8%	O=C(CCc1nc(-c2ccccn2)no1)NCc1ccc2c(c1)OCO2
1%	0%	3%	-6%	-1	14%	-11%	10%	4%	Cc1cc(OC(C)C(=O)Nc2cccnc2)ccc1Cl (stereo unspecified)
?	-12%	8%	?	-19	10µM*	?	18%	18%	CSc1nsc(/C=C/Nc2cccc(Cl)c2)c1C#N
-3%	39%	-11%	1%	1	7%	-19%	-9%	-6%	CC(NS(=O)(=O)c1ccc([N+](=O)[O-])cc1)C(=O)NN (stereo unspecified)
-12%	45%[activator]	i	-5%	0	3%[59 µM]	-8%	-2%	1%	Cc1cc(C)cc(NS(=O)(=O)c2ccc(-n3cccn3)cc2)c1
?	12%	-8%	-2%	2	?	?	.	5%	COc1ccc(S(=O)(=O)/N=C2/NC(=O)/C(=C/c3ccco3)S2)cc1
10%	34%	3%	0%	0	16%[59 µM]	-2%	-5%	-11%	CCNc1nc(NC(C)(C)C)nc(N2CCCC2)n1
-13%	29%	-9%	-3%	1	.	-6%	2%	1%	CSc1nc2sc3c(c2c(=O)n1C)CCC3

Complete entries, quoted from the list. Values in the order: BAZ2B block, HP1b chromo inh, PGK inhibitor, Pin1 inh, PI4K2A block, G9a block, JMJD2A Tudor, ERG-DNA inh, GLS inhibitor
O=C(CN1CCCN(S(=O)(=O)c2ccc(F)cc2)CC1)Nc1c(Cl)cccc1Cl as listed: -1%, 5%, 6%, -2%, 2, -12%, -6%, -1%, 0%
Cc1ccc(Nc2nnc(SCc3ccccc3)s2)cc1 as listed: 11%, 53%[activator], -6%, -10%, 1, 3%[59 µM], 1%, 5%, 4%
